Y pestis TopoI – Yersinia pestis topoisomerase I inhibitors, primary screen, biochemical, cleavage product accumulation, plate reader, single point | DNA topoisomerase I (Yersinia pestis CO92) | Y. pestis Topo-I cleavage product accumulation | activity, % at 10 µM | hit rate 0.064% among 360,000 | AID 504884, 2011; in the data active = activity above about 50%, passing the limit was not always enough; inconclusive = no clear call, values can overlap the other calls; note: inactives centre near 2
MazEF act – activators of E. coli MazEF toxin-antitoxin RNase, primary screen, biochemical, fluorescence, uHTS; FAM/BHQ RNA-DNA oligo cleavage fluorescence, 5 h; hit rate 0.32% among 350,000; Endoribonuclease toxin MazF (Escherichia coli (strain K12)), P0AE70; AID 504720, 2011; activation, % at 20 µM; in the data active = activation above about 50%
Target sequence (P0AE70 whole entry, looked up): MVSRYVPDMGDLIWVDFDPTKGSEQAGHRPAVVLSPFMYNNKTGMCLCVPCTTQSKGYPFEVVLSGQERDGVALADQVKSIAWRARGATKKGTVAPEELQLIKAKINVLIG
Rv3671c protease – Rv3671c serine protease inhibitors, primary screen, biochemical, fluorescence polarization, M. tuberculosis H37Rv. P9WHR9. inhibition, % at 5.96 µM. hit rate 0.048% among 320,000. AID 2606, 2010; in the data active = inhibition above about 38%;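 note: extracellular domain of Rv3671c used as enzyme; 0% = enzyme with DMSO and 100% = no enzyme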
Target sequence (P9WHR9 whole entry, looked up, the tested form may be a part): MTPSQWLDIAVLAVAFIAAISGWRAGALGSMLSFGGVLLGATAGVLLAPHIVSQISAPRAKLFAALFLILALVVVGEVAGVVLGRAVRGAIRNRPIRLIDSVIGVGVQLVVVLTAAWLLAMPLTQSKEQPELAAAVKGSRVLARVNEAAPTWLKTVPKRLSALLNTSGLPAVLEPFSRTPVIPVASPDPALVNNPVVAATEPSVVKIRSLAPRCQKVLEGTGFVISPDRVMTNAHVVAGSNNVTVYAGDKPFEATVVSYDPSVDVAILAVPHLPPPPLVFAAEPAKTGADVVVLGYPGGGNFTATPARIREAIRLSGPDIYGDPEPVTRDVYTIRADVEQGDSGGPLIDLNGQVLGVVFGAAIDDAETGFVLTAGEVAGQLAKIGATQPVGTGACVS
SARS 3CLpro inh – SARS-CoV 3CLpro protease inhibitors, primary screen, biochemical, quenched FRET. inhibition, % at 6 µM. recombinant SARS-CoV 3CLpro, quenched FRET peptide cleavage. Replicase polyprotein 1ab (Severe acute respiratory syndrome coronavirus), P0C6X7. hit rate 0.14% among 290,000. AID 1706, 2009; in the data active = inhibition above about 12%
PrPC TRFRET – inhibitors of human cell surface prion protein PrPC, primary screen, cell-based, TR-FRET | Major prion protein (Homo sapiens), P04156 | AID 720596, 2013 | TR-FRET read-out | hit rate 0.43% among 370,000 | inhibition, % at 13.8 µM; in the data active = inhibition above about 24%; note: 0% = median of the test wells and 100% = reference compound wells
SSB-PriA inh – inhibitors of Klebsiella pneumoniae PriA binding to SSB C-terminal tail, primary screen, biochemical, AlphaScreen; inhibition, % at 33 µM; AlphaScreen SSBct-PriA binding, biotinylated peptide; PriA–SSB C-terminal tail interaction (Klebsiella pneumoniae); hit rate 0.6% among 430,000; in the data active = inhibition mostly above about 37%, no sharp cut-off; inactive = mostly below about 20%;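 note: plate controls were negative control peptide for no effect and reference peptide for full effect; strong numbers were not always called active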
Vc quorum ag – inducers of Vibrio cholerae quorum light production without autoinducers, primary screen, BH1578 luxS cqsA deficient, single point | V. cholerae BH1578 lux reporter, luminescence, 6 h | activation, % at 18.7 µM | hit rate 0.16% among 350,000 | AID 588436, 2011; in the data active = activation mostly above about 9.7%, no sharp cut-off; inconclusive = no clear call, values can overlap the other calls; inactive = mostly below about 3.7%; note: not every result past the cut was called active; inactives centre near 0; reference of the scale not given here
TcdB GH inh – TcdB glycohydrolase inhibitors, primary screen, biochemical, single point, plate reader. TcdB glycohydrolase enzymatic assay. Toxin B (Clostridioides difficile), P18177. hit rate 0.24% among 350,000. inhibition, % at 9.99 µM. AID 652162, 2013; in the data active = inhibition above about 10%
CCHFV vOTU inh – CCHFV vOTU protease inhibitors, primary screen, biochemical, Pep-AMC substrate, fluorescence; Crimean-Congo hemorrhagic fever virus L polyprotein viral ovarian tumor (vOTU) protease …; inhibition, % at 11.5 µM; hit rate 0.55% among 370,000; in the data active = inhibition above about 30%; note: 0% = vehicle wells with enzyme and 100% = no enzyme wells
DUSP3 inh – VHR1 phosphatase inhibitors, primary screen, biochemical, absorbance, uHTS; Dual specificity protein phosphatase 3 (Homo sapiens), P51452; recombinant VHR phosphatase, pNPP absorbance; inhibition, % at 13.3 µM; hit rate 0.52% among 290,000; in the data active = inhibition above about 50%; note: some compounds called inactive have numbers as strong as hits
Target sequence (P51452 whole entry, looked up): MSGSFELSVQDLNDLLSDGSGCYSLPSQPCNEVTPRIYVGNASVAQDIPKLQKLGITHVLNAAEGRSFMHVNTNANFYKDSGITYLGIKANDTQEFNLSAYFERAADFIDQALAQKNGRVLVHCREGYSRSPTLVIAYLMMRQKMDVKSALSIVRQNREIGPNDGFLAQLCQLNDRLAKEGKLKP
Active calls of the source: *; i = inactive; ? = inconclusive; / = not tested or not shown; & = joins results of further samples.

1. COc1ccc(C)cc1-n1cnc2sc(C)c(C)c2c1=O
2. Cc1ccc(NC(=O)c2ccc(CSc3nnnn3C)cc2)cc1
3. N#C/C(=C\c1cccs1)C(=O)Nc1ccccn1
4. O=C(NCc1ccc(F)cc1)c1cc(C2CCCCN2C(=O)c2cccs2)on1 (configuration not stated)
5. COc1ccc(C2CC(=O)Nc3cc(C)c(C)cc32)c(OC)c1OC (configuration not stated)
6. N#C/C(=C\c1cccc(Oc2ccccc2)c1)C(=O)N1CCOCC1
7. CC(C)NC(=O)COC(=O)c1ccc(NS(=O)(=O)c2ccc3c(c2)OCCO3)cc1
8. Cc1cc(C)cc(NS(=O)(=O)c2coc(C(N)=O)c2)c1
Compound	1	2	3	4	5	6	7	8
Y pestis TopoI	11	-1	4	29	8	6	-3	6
MazEF act	2	-2	5	/	11	7	2	-4
Rv3671c protease	/	1	-2	/	1	0	11	-1
SARS 3CLpro inh	/	2	1	/	1	-2	-2	2
PrPC TRFRET	7	2	-2	-3	-1	-2	3	5
SSB-PriA inh	/	-10	-8	/	-2	-12	-11	-12
Vc quorum ag	-0.3	/	i	i	-0.6	i	-1.2	i
TcdB GH inh	-5.3	/	2.0	0.1	/	1.4	/	0.6
CCHFV vOTU inh	30*	-4	4	-3	9	-4	1	4
DUSP3 inh	/	12	8	/	39	1	10	2

8 entries from above, set out differently:
Below each SMILES – Y pestis TopoI	MazEF act	Rv3671c protease	SARS 3CLpro inh	PrPC TRFRET	SSB-PriA inh	Vc quorum ag	TcdB GH inh	CCHFV vOTU inh	DUSP3 inh
1: COc1ccc(C)cc1-n1cnc2sc(C)c(C)c2c1=O
→ 11	2	/	/	7	/	-0.3	-5.3	30*	/
2: Cc1ccc(NC(=O)c2ccc(CSc3nnnn3C)cc2)cc1
→ -1	-2	1	2	2	-10	/	/	-4	12
3: N#C/C(=C\c1cccs1)C(=O)Nc1ccccn1
→ 4	5	-2	1	-2	-8	i	2.0	4	8
4: O=C(NCc1ccc(F)cc1)c1cc(C2CCCCN2C(=O)c2cccs2)on1 (configuration not stated)
→ 29	/	/	/	-3	/	i	0.1	-3	/
5: COc1ccc(C2CC(=O)Nc3cc(C)c(C)cc32)c(OC)c1OC (configuration not stated)
→ 8	11	1	1	-1	-2	-0.6	/	9	39
6: N#C/C(=C\c1cccc(Oc2ccccc2)c1)C(=O)N1CCOCC1
→ 6	7	0	-2	-2	-12	i	1.4	-4	1
7: CC(C)NC(=O)COC(=O)c1ccc(NS(=O)(=O)c2ccc3c(c2)OCCO3)cc1
→ -3	2	11	-2	3	-11	-1.2	/	1	10
8: Cc1cc(C)cc(NS(=O)(=O)c2coc(C(N)=O)c2)c1
→ 6	-4	-1	2	5	-12	i	0.6	4	2

Next section:
9. CCOc1ccccc1N1CCN(C(=O)C(Sc2ccccc2)c2ccccc2)CC1 (configuration not stated)
10. Cc1cccc(CSCCNC(=S)Nc2ccccc2)c1
11. Nc1cc(C(=O)N2CCN(c3ccc([N+](=O)[O-])cc3)CC2)ccc1N1CC2CC(C1)c1cccc(=O)n1C2 (configuration not stated)
12. COc1cccc(C(=O)NCC(c2ccco2)N2CCc3ccccc3C2)c1 (configuration not stated)
13. COc1cc(C(=O)Oc2cccc(C(=S)N3CCOCC3)c2)cc(OC)c1OC
14. CCOC(=O)C1CSc2[nH]c(=O)sc2C1c1ccccc1 (configuration not stated)
15. CN(C)c1nc(-c2ccccc2)ncc1S(=O)(=O)c1ccccc1
16. COc1ccc(C(=O)Nc2nc(CC(=O)NCCc3ccccc3OC)cs2)cc1
Compound	9	10	11	12	13	14	15	16
Y pestis TopoI	26	0	35	4	20	-4	16	6
MazEF act	-5	0	7	0	1	7	2	5
Rv3671c protease	0	-3	5	4	-6	-3	9	-3
SARS 3CLpro inh	6	1	-2	/	-1	-1	4	/
PrPC TRFRET	3	1	-16	-4	-4	-11	-12	3
SSB-PriA inh	-3	-8	14	3	7	-8	-9	0
Vc quorum ag	-5.9	-0.3	i	i	-0.3	i	i	3.5
TcdB GH inh	/	/	0.4	4.5	7.1	/	4.1	1.2
CCHFV vOTU inh	-1	-5	-9	-2	16	4	6	5
DUSP3 inh	3	2	17	/	-8	-6	26	/

17. CC(C)c1nc(SCC(=O)N2CCCCCC2)c2c(=O)n(C)c(=O)n(C)c2n1
18. CC(=O)c1ccc(Cl)c(Cl)c1Cl
19. CC1(C(=O)NS(=O)(=O)c2cccs2)CCN1C(=O)CC1CCCC1 (configuration not stated)
20. O=C(CSc1nnc(-c2ccc(C(F)(F)F)cn2)o1)Nc1cccc(Cl)c1
21. CSc1ncccc1C(=O)OCC(=O)N1CCN(S(=O)(=O)c2ccc(C)cc2C)CC1
22. Cn1c(SCC(=O)c2ccc3c(c2)OCCO3)nnc1C1CC1
23. Cc1nc2ccccc2c(=O)n1/N=C/c1ccc(F)cc1
24. CC(C)NC(=O)Nc1ccc2c(c1)C(=O)N([C@@H](C)CO)C[C@H](C)[C@H](CN(C)S(=O)(=O)c1ccccc1)OCCCC[C@H](C)O2
Compound	17	18	19	20	21	22	23	24
Y pestis TopoI	37	0	2	-8	?	-5	-6	25
MazEF act	3	2	/	3	4	3	0	4
Rv3671c protease	3	6	/	0	-3	-3	-3	/
SARS 3CLpro inh	6	/	/	1	/	2	-3	/
PrPC TRFRET	0	2	-4	1	-1	-3	8	-8
SSB-PriA inh	-14	2	/	7	-9	-8	/	/
Vc quorum ag	i	-0.4	-0.1	-1.3	0.7	i	-1.4	-0.7
TcdB GH inh	0.5	0.1	0.9	1.8	1.7	/	-1.5	1.2&0.6
CCHFV vOTU inh	0	-2	-6	1	-8	2	15	15
DUSP3 inh	22	/	/	0	/	20	/	/

25. Cc1ccc(C(c2sc3nc(C)nn3c2O)N2CCN(CCO)CC2)cc1 (configuration not stated)
26. O=C(CCC(=O)c1cccs1)c1cccs1
27. CCc1ccc(NC(=O)Cn2ccn(-c3cccc(Cl)c3)c(=O)c2=O)cc1
28. CCN1C(=O)/C(=C/C=C2\N(CC)c3cc(S(=O)(=O)N(C)C)ccc3N2c2ccccc2)SC1=S
29. Cc1ccc(CN(C)C(=O)c2cccc(S(=O)(=O)N3CCc4ccccc4C3)c2)o1
30. Cc1cc(C(=O)COC(=O)/C=C/c2ccc(F)cc2)c(C)n1C
31. CCN(CC(=O)Nc1c(F)cccc1F)C(=O)c1ccc(NC(=O)CC2SC(N3CCCC3)=NC2=O)cc1 (configuration not stated)
32. CC(=O)Nc1ccc(/C=N/NC(=O)CNS(=O)(=O)c2ccccc2)cc1
Compound	25	26	27	28	29	30	31	32
Y pestis TopoI	6	-9	19	21	27	-4	3	-4
MazEF act	-3	-3	-2	i	8	0	-3	2
Rv3671c protease	3	-14	8	-182	-11	-3	-11	-9
SARS 3CLpro inh	/	1	0	-3	/	/	/	-1
PrPC TRFRET	5	-8	-3	-9	-6	2	3	-10
SSB-PriA inh	-5	-9	-12	18	-2	8	-10	/
Vc quorum ag	-0.9	4.2	-0.2	-0.3	2.1	i	-1.4	i
TcdB GH inh	-1.3	/	-0.5	0.6	0.2	1.9	1.1	0.2
CCHFV vOTU inh	10	-5	10	10	10	9	-7	-2
DUSP3 inh	14	-5	9	5	/	/	/	13

33. COc1ccc(C(C)(NC(C)=O)c2nc(-c3cccc(C#N)c3)cs2)cc1 (configuration not stated)
34. CCC1(CC)NC(=O)N(CC(=O)N2CCN(c3ccccc3F)CC2)C1=O
35. COc1cccc(CNC(=O)CCS(=O)(=O)Cc2ccc(C)cc2)c1
36. Cc1cc(=O)oc2c(C)c(OC(C)C(=O)NC(Cc3c[nH]c4ccc(O)cc34)C(=O)O)ccc12 (configuration not stated)
37. CN(CC(CC(=O)Nc1nncs1)c1ccccc1)S(=O)(=O)c1ccc(Br)cc1 (configuration not stated)
38. CC(=O)Oc1c(C)c(C)c2c(c1C)CCC(C)(CCCC(C)CCCC(C)CCCC(C)C)O2 (configuration not stated)
39. C=CCN([C@H](C(=O)OC)C(C)C)S(=O)(=O)CCNCc1ccccc1
40. CCOc1ccc(NC(=O)CN(c2ccc(C)cc2)S(=O)(=O)c2c(C)nn(C)c2C)cc1
Compound	33	34	35	36	37	38	39	40
Y pestis TopoI	10	-1	-2	3	25	-6	-6	12
MazEF act	/	5	0	3	5	-10	4	-1
Rv3671c protease	/	-2	-13	0	-8	8	/	-8
SARS 3CLpro inh	/	/	0	5	-3	/	/	0
PrPC TRFRET	-4	5	13	1	7	3	2	10
SSB-PriA inh	/	3	-5	4	7	-5	-14	-3
Vc quorum ag	-1.2	-3.8	-0.6	-0.6	-0.2	-0.6	15	-11
TcdB GH inh	3.5	0.6	2.5	0.1	-1.5	1.6	0.3	0.0
CCHFV vOTU inh	-7	-1	16	-7	4	7	-2	16
DUSP3 inh	/	/	14	17	42	/	/	18

41. CCOC(=O)C1(Cc2cccc(Cl)c2)CCCN(C(=O)c2cc(C)[nH]n2)C1 (configuration not stated)
42. COC(C[C@H]1O[C@H]1C(=O)[C@H](C)OCc1ccccc1)OC
43. COc1ccccc1-n1cnc2cc(C(=O)N3CCOCC3)ccc21
44. CC1CN(CCOCCOc2ccccc2-c2ccccc2)CC(C)O1 (configuration not stated)
45. COc1ccc(CNC(=O)C[C@H]2C[C@H](C(=O)N3CCCCC3)[C@@]3(CCc4ccccc4)c4[nH]c5cc(-c6ccco6)ccc5c4CCN3C2=O)cc1OC
46. O=C(NCC1CCCN(C(=O)Cc2ccccc2Cl)C1)c1ccc(F)cc1 (configuration not stated)
47. COc1cc(C(=O)NC2CCN(Cc3ccccc3)CC2)cc(Cl)c1OC
48. COc1ccc(N2CCN(C(=O)c3ccccc3NC(=O)c3ccccc3)CC2)cc1
49. O=C(CSc1ccc(-c2ccccc2)nn1)N1CCN(c2ccccc2)CC1
50. CN(C)C(=O)CCc1ccc2c3c([nH]c2c1)[C@]1(CCC2CCCC2)[C@@H](C(=O)N2CCOCC2)C[C@H](CC(=O)NC(C)(C)C)C(=O)N1CC3
Compound	41	42	43	44	45	46	47	48	49	50
Y pestis TopoI	18	5	-4	5	26	2	2	-2	4	24
MazEF act	7	-25	8	-3	-7	-4	8	1	6	59*
Rv3671c protease	0	3	8	0	/	-6	-4	-4	-1	/
SARS 3CLpro inh	4	/	-2	-2	/	0	3	-7	1	/
PrPC TRFRET	7	3	0	6	/	3	6	0	1	-10
SSB-PriA inh	8	-10	10	10	-6	-13	-2	3	2	-7
Vc quorum ag	-0.3	i	-0.4	i	-0.2	i	i	-0.3	1.5	i
TcdB GH inh	1.0	-0.4	0.6	-0.1	/	2.1	-0.5	0.2	1.8	1.2
CCHFV vOTU inh	-4	-10	22	-13	/	-7	-2	22	-1	21
DUSP3 inh	19	/	-14	-6	/	-9	/	8	-9	/

Screens as filed in PubChem.

Not all compounds are listed, so the mix of outcomes need not match the whole.
